Source: PubChem BioAssay
pAkt inh = HTS Assay for Inhibitors of Akt Phophorylation: Primary Screen; activity change, % for hits at 50 µM; 360,000 compounds, 0.32% hits; Neuro2A IGF-stimulated pAkt S473 HTRF, 20 min; hits give low values; AID 651550, 2012; in the data active = activity change below about -80%; inconclusive = mostly about -51% to -80%; note: % is set by controls: 0 for no effect and ±100 for the full control effect
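Neuro2A cells in DMEM with 0.5% FBS, overnight at 37 deg C, given compound at single 50 µM final, then IGF (6 nM final) for 20 min at 37 deg C. Lysed; phospho-Akt Ser473 by HTRF after 24 h, 665/615 ratio.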
Nrf2 ARE act = qHTS of Nrf2 Activators; AREc32 ARE-luciferase reporter (MCF7-derived line), luminescence, 24 h; Potency, µM (doses to about 46.1 µM), for inactives: top-dose activation, usual class: activators; 410,000 compounds, 0.31% hits; note: potency is the fitted concentration of half-maximal effect; % of control where 0% means no effect; nearly all actives have a fitted effect of over 65% in size
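AREc32 cells carrying an ARE-driven firefly luciferase reporter were seeded at 1000 cells/well in OPTI-MEM with 5% FBS, then exposed to compound for 24 hr at 37 deg C. Luminescence was read with Steady-Glo after 30 min at RT.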
EPAC2 antag = qHTS for Antagonist of cAMP-regulated guanine nucleotide exchange factor 2 (EPAC2): primary screen; Potency, µM (doses to about 114 µM), for the others: top-dose activity, negative = inhibition, usual class: inhibitors; Rap guanine nucleotide exchange factor 4 (Homo sapiens), Q8WZA2; 360,000 compounds, 0.18% hits; AID 720708, 2013; EPAC2 GEF exchange of Rap1B-BODIPY-GDP, fluorescence; note: potency is the fitted concentration of half-maximal effect; % is set by controls: 0 for no effect and ±100 for the full control effect; nearly all actives have a fitted effect of over 45% in size; many of its hits are not listed in these tables
Target sequence (Q8WZA2 whole entry, looked up): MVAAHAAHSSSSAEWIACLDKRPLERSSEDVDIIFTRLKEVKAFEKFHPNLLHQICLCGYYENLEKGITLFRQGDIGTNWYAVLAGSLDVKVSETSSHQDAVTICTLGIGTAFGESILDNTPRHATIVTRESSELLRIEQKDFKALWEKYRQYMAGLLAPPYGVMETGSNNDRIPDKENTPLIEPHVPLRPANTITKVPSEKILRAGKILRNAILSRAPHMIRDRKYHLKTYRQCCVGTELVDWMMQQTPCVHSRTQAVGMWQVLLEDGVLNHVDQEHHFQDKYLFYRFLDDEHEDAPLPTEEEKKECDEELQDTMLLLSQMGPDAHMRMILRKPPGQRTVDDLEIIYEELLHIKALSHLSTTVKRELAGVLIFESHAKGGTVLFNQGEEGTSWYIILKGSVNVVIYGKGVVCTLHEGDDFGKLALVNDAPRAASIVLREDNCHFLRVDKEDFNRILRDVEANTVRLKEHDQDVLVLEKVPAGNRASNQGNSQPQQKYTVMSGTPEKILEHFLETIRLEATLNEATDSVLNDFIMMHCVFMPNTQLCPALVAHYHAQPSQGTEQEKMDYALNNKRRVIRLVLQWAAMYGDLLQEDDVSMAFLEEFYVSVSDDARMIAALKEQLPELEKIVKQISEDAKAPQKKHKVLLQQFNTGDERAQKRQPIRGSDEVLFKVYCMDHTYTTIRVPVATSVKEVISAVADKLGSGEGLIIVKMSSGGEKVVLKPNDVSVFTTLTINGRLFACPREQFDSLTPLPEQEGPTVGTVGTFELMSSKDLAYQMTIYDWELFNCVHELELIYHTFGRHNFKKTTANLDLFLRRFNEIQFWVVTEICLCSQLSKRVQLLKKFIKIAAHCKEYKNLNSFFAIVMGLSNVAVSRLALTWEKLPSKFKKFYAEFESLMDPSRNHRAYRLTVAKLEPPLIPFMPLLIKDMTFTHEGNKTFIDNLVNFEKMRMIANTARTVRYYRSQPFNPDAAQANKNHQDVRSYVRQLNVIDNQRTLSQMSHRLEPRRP
A549 tox = Nrf2 qHTS screen for inhibitors: counterscreen for cytotoxicity; A549 ARE-Fluc cells, CellTiter-Fluor viability, 18-24 h; Potency, µM (top dose mostly 46 µM), for inactives: top-dose activity change, negative = cytotoxicity, actives largely listed as inhibitors; 390,000 compounds, 0.16% hits; note: potency is the fitted concentration of half-maximal effect; % is set by controls: 0 for no effect and ±100 for the full control effect
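Cytotoxicity counterscreen: CellTiter-Fluor fluorescence was measured in A549 ARE_Fluc cells after 18-24 h of compound exposure in a concentration series. The subsequent BugLite luminescent read reports ARE-luciferase activity.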
CCT modulator = High-Throughput Screening for Modulators of Cytosolic Chaperonin Activity; purified chaperonin ATPase assay, HTRF ADP detection, 30 min; activity change, % (concentration not given with the values), hits read low; 360,000 compounds, 0.3% hits; in the data active = activity change below about -30%; note: % is set by controls: 0 for no effect and ±100 for the full control effect
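First, chaperonin was dispensed at 40 nM or 20 nM final depending on batch activity. Next, compounds were pinned at 76 uM and ATP added at 10 uM. After 30 min at 37 °C, ADP detection reagents ran 30 min at ambient temperature.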
Nrf2 inh = Nrf2 qHTS screen for inhibitors; 360,000 compounds, 2.1% hits; A549 ARE-Fluc reporter, luciferase luminescence, 18-24 h; Potency, µM (titrated, usually from 46 µM), for inactives: at the highest dose activity change, negative = inhibition, most hits filed as inhibitors; note: potency is the fitted concentration of half-maximal effect; % is set by controls: 0 for no effect and ±100 for the full control effect; nearly all actives have a fitted effect of over 60% in size
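Two sequential reads on A549 ARE_Fluc cells exposed to compound for 18-24 h: a CellTiter-Fluor fluorescence read for viability, then a luciferase luminescence read for Nrf2/ARE activity.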
TGFb SMAD3 inh = qHTS for Inhibitors of TGF-b; HepG2 CAGA-GFP TGF-b/SMAD3 reporter, GFP fluorescence, 18 h; TGF-beta stimulated, 500 pg/mL final; Potency, µM (highest dose often 46.1 µM), for inactives: top-dose activity, negative = inhibition, actives largely listed as inhibitors; 410,000 compounds, 1.2% hits; note: potency is the fitted concentration of half-maximal effect; % is set by controls: 0 for no effect and ±100 for the full control effect; nearly all actives have a fitted effect of over 65% in size
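First, reporter cells (HEPG2 CAGA-GFP) rested 2 h at 37 degrees C. Next, compounds were pinned in and TGF-beta added to 500 pg/mL final. After 18 h, GFP was imaged per cell and summed per well.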
MmCpn inh = Inhibitors of TCP-1 ring complex (TRiC) of Methanococcus maripaludis (MmCpn): qHTS | Chaperonin Mm-Cpn (Methanococcus maripaludis) | purified Mm-Cpn ATPase, ADP Transcreener TR-FRET | Potency, µM (series often up to 76.9 µM), without a hit: at the top dose activity, negative = inhibition, most hits filed as inhibitors | 330,000 compounds, 0.031% hits; note: potency is the fitted concentration of half-maximal effect; % is set by controls: 0 for no effect and ±100 for the full control effect; nearly all actives have a fitted effect of over 80% in size
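Purified archaeal Mm-CPN (25nM final) preincubated 10 min at 37degC with compound, then 10uM ATP for 30 min at 37degC; ADP measured by HTRF Transcreener TR-FRET; buffer 30 mM TRIS pH 7.4, 100mM KCl, 5mM MgCl2, 1mM DTT.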
EPAC2 ag = qHTS for Agonist of cAMP-regulated guanine nucleotide exchange factor 4 (EPAC2): primary screen; Rap guanine nucleotide exchange factor 4 (Homo sapiens), Q8WZA2; AID 720711, 2013; EPAC2 activation, biochemical qHTS; response scale: 100% = 6.5 mM cAMP response; Potency, µM (top dose mostly 154 µM), inactives show at the top dose activation, usual class: activators; 360,000 compounds, 0.079% hits; note: potency is the fitted concentration of half-maximal effect; nearly all actives have a fitted effect of over 50% in size
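Guanine nucleotide exchange by EPAC2 is measured as reduced fluorescence of BODIPY-GDP once it is released from 250 nM Rap1B. Plates are read kinetically for 30 min at room temperature; results are scaled to 6.5 mM cAMP.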
Starred values were filed as active, the others as inactive; i = inactive; ? = inconclusive; · = not tested or not shown; & = joins results of further samples; [ ] = dose if it differs, or a comment. Unless noted, calls come from the whole dose curve; as a rule, active = well fitted curve in the direction sought with a large enough effect; inconclusive = small, poorly fitted or top-dose-only effect, or another doubt; inactive = no such curve, though single readings can be large; an effect the other way counts as inactive or inconclusive.

SMILES | pAkt inh | Nrf2 ARE act | EPAC2 antag | A549 tox | CCT modulator | Nrf2 inh | TGFb SMAD3 inh | MmCpn inh | EPAC2 ag
N#Cc1cccc(CN2CCC(=O)N([C@H](CO)c3ccccc3)CC2)c1 | i | -0.7% | -7% | 1% | -1.2 | -1% | 2%&-2% | 0% | 6%
O=C(NNC1CC(=O)N(c2ccc(Cl)cc2)C1=O)c1ccccc1Cl (centres undefined) | i | 0.0% | -5% | 4% | 0.0 | -3% | 17% | 1% | 1%
O=c1c2c(-c3ccc([N+](=O)[O-])cc3)ccnc2[nH]n1-c1ccccc1 | i | 0.0% | -7% | 0% | 0.1 | 3% | 10% | 3% | 17%
CC(=O)NC(c1cccc(F)c1)c1nc(-c2ccoc2)cs1 (centres undefined) | i | 5.0% | -23% | · | 1.3 | · | -6% | · | 1%
CCCCOC(=O)c1ccc(NC(=O)C(=O)NCc2ccncc2)cc1 | i | 1.7% | 18% | -3% | -2.0 | -10% | 5% | 1% | -2%
COc1ccc(/C=C/C(=O)OCC(=O)Nc2cc(C(N)=O)cc(C(N)=O)c2)cc1 | i | -2.1% | -3% | 4% | 0.6 | 3% | 18% | 4% | 5%
Cc1ccc(CNC(=O)C2CCC(=O)N(CCc3ccccc3)C2)s1 (centres undefined) | i | 0.2% | -6% | 0% | -0.8 | 15% | 18% | -1% | 5%
Clc1cccc(OCc2nc(-c3ccncc3)no2)c1 | i | 3.6% | -2% | -8% | -1.5 | 24% | 2% | 0% | 13%
O=S(=O)(Nc1nc2ccccc2nc1Nc1cccc(S(=O)(=O)N2CCCCC2)c1)c1ccccc1 | i | 0.4% | -8% | ? | -1.6 | 12µM* | 71%[activator] | -9% | -8%
CC1(C(=O)Nc2ccc3c(c2)OCO3)CCN1C(=O)C1CCCCC1 (centres undefined) | i | 0.7% | 3% | · | 0.4 | · | -12% | · | 2%
C=CCn1c(=O)/c(=C/c2ccc(F)cc2)s/c1=C(\C#N)c1nnc2n1CCCCC2 | i | 0.4% | -2% | -1% | -7.5 | -3% | 12% | 1% | 6%
Cc1occc1C(=O)NNS(=O)(=O)c1ccc(Cl)cc1 | i | 0.0% | 4% | 5% | -0.8 | 0% | -11% | 2% | 5%
COc1ccc(S(=O)(=O)N2CCOCC2)cc1NC(=O)c1ccc(OC(F)F)cc1 | i | 0.1% | -2% | 1% | 3.6 | 3% | 0% | -1% | 7%
CCC(NC(=O)c1cc(COc2ccc(C)nc2)on1)c1ccc(C)cc1 (centres undefined) | i | -0.5% | -11% | -22% | 0.6 | 8.2µM* | -19% | 1% | 4%
O=C(NC1CCCCC1)C1CCN(c2nnnn2-c2ccccc2)CC1 | i | 0.0% | 5% | 2% | -1.1 | 14% | -8% | 1% | 3%

Retrieved by compound from the list above:
SMILES | pAkt inh | Nrf2 ARE act | EPAC2 antag | A549 tox | CCT modulator | Nrf2 inh | TGFb SMAD3 inh | MmCpn inh | EPAC2 ag
O=C(NNC1CC(=O)N(c2ccc(Cl)cc2)C1=O)c1ccccc1Cl (centres undefined) | i | 0.0% | -5% | 4% | 0.0 | -3% | 17% | 1% | 1%
CC1(C(=O)Nc2ccc3c(c2)OCO3)CCN1C(=O)C1CCCCC1 (centres undefined) | i | 0.7% | 3% | · | 0.4 | · | -12% | · | 2%
Cc1ccc(CNC(=O)C2CCC(=O)N(CCc3ccccc3)C2)s1 (centres undefined) | i | 0.2% | -6% | 0% | -0.8 | 15% | 18% | -1% | 5%

(further entries)
SMILES | pAkt inh | Nrf2 ARE act | EPAC2 antag | A549 tox | CCT modulator | Nrf2 inh | TGFb SMAD3 inh | MmCpn inh | EPAC2 ag
CCOc1ccc2cc(C3CC(c4ccco4)=NN3S(C)(=O)=O)c(=O)[nH]c2c1 (centres undefined) | i | 6.5% | 1% | 8% | 1.6 | 3% | 0% | -1% | -9%
Cc1sc(NC(=O)c2ccc3ncsc3c2)c(C(N)=O)c1C | i | 2.1% | 5% | -4% | 1.2 | ? | -16% | -10% | 1%
COC(=O)/C(C#N)=C(/Nc1ccc(F)c(Cl)c1)C(F)(F)F | i | 0.3% | 2% | -10% | -4.1 | -1% | 13% | -2% | 14%
CC(C)c1c(C(=O)N/N=C/c2cccnc2)nnn1-c1nonc1N | i | -0.9% | 1% | -3% | -0.8 | 7% | ? | 2% | 4%
COc1ccc(C(=O)Nc2nc(C)c3cc4c(cc3n2)OCO4)cc1 | i | 0.5% | 1% | 1% | 3.3 | 25% | 12% | 1% | -4%
CCCC[C@@H]1C=C(C(=O)O)[C@H](c2ccc3c(c2)OCO3)N1S(=O)(=O)c1ccc(C)cc1 | i | -1.0% | -5% | -10% | 0.4 | -30% | -9% | -2% | 8%
Cc1cccc(C)c1NC(=O)C(c1cccc([N+](=O)[O-])c1)N(C)C(=O)c1ccccn1 (centres undefined) | i | -0.4% | 9% | -4% | -2.3 | 3% | 1% | 2% | -1%
COc1ccc(/C(O)=C/c2nc3ccc(C(=O)NCCc4cccc(C)c4)cc3[nH]c2=O)cc1OC | i | -0.2% | -3% | 0% | -0.3 | 13% | ? | -1% | 13%
COC(=O)c1cn(NC(=O)c2ccncc2)c(=O)c2ccccc12 | i | -0.3% | -3% | -3% | 0.4 | 0% | 0% | 2% | -1%
COC(=O)c1cc(C)sc1NC(=S)N1CCN(CCc2ccccc2)CC1 | i | -0.9% | 0% | -2% | 0.8 | 3% | -17% | -4% | 7%
CCN1CCN(c2ccc(NC(=O)c3cc(S(=O)(=O)N4CCCC4)ccc3Cl)cc2)CC1 | i | 4.1% | 21% | -2% | -3.1 | -21% | -11% | -1% | 6%
CC(C)(C)c1ccccc1OCCOCCNCc1ccccc1 | i | 2.8% | -1% | 18% | -0.9 | -2% | 25µM* | 1% | 2%
COc1ccccc1C(=O)Nc1ccnn1C1CCN(CC2CC=CCC2)CC1 (centres undefined) | i | 0.3% | 0% | -1% | -0.7 | -1% | -4% | -2% | 8%
COc1ccc(-c2noc(-c3ccccc3OCC(=O)Nc3ccc(C(C)=O)cc3)n2)cc1 | · | 0.5% | · | 1% | · | ? | 3% | · | ·
O=S(=O)(Nc1cccc(-c2ccc3nncn3n2)c1)c1ccc(Cl)s1 | i | 4.8% | -5% | 1% | -1.3 | ? | 6% | -7% | 7%
C=CCn1c(COc2cccc(C)c2C)nnc1SCC(=O)N1CCN(c2ccccc2)CC1 | i | 1.2% | -24% | ? | 2.6 | 16µM* | 4.5µM* | -1% | 2%
CC(C(=O)Nc1ccc(F)c(F)c1F)N(C)CC(=O)Nc1ccccc1Br (centres undefined) | i | 0.9% | -12% | -1% | 1.3 | -5% | -20% | -2% | 3%
COc1ccc(N2CCN(Cc3nc(-c4ccc(Cl)cc4Cl)no3)CC2)cc1 | i | -0.2% | -5% | -9% | -4.6 | ? | -10% | -1% | 14%
CNC(=O)C[C@H]1C(=O)N(Cc2ccccc2)C[C@@H]1CSC | i | -0.1% | 5% | · | -3.6 | · | -2% | · | 16%
CCCC(=O)NC(=S)Nc1ccccc1N1CCOCC1 | i | 0.6% | 5% | 0% | -1.2 | 9% | -16% | 0% | -4%
O=C(CP(=O)(c1ccccc1)c1ccccc1)Nc1nc2ccc(Cl)cc2s1 | i | 0.2% | 2% | -17% | -3.5 | ? | ? | -3% | 10%
CCOC(=O)C1CCN(C(=O)c2ccc3c(=O)n4c(nc3c2)CCCCC4)CC1 | i | 0.3% | 9% | 1% | -2.4 | 0% | ? | -5% | -4%
COc1ccc(CC2(CO)CCN(Cc3ccncc3)CC2)cc1 | i | 0.3% | -9% | 3% | 3.0 | 0% | 5% | -1% | -8%
O=C(Cc1ccccc1F)NNC(=O)c1cccs1 | i | 9.3% | 5% | 1% | -1.6 | ? | 13% | 0% | -6%
CSc1ccc(CN2CCN(CC=C(C)C)C(CCO)C2)cc1 (centres undefined) | i | 0.8% | 0% | -2% | 1.5 | -12% | 9% | 0% | -14%
COc1ccccc1-c1ocnc1C(=O)Nc1ccc(N2CCOCC2)cc1N1CCOCC1 | i | 0.7% | -10% | -1% | -5.5 | -14% | 3% | 1% | 10%
Cc1ccc(C)c(N(CC(=O)NC2CCCC2)C(=O)CCC(=O)Nc2nccs2)c1 | i | -0.2% | 2% | -7% | 0.8 | -8% | -4% | 0% | -7%
CCN(CCCNC(=O)CCn1c(=O)[nH]c2ccccc2c1=O)c1ccccc1 | i | -0.9% | -4% | 20% | -0.9 | -22% | 0% | -2% | 1%
COc1cccc(C(=O)N(C)CC(=O)Nc2cccc3ccccc23)c1 | i | -1.0% | 2% | 3% | 0.3 | -5% | 8% | 2% | 5%
Cc1cccc(C(=O)Nc2sc3c(c2C(=O)N2CCCCC2)CCC(C)C3)c1 (centres undefined) | · | -0.3% | · | -3% | · | -23% | 1% | · | ·
Cc1ccc(CNC(=O)/C=C/c2c(Cl)cccc2Cl)cc1 | i | -0.7% | 6% | 0% | 1.0 | -1% | -15% | -1% | 7%
COCCn1nnnc1C(c1cccs1)N1CCN(c2nc3ccccc3s2)CC1 (centres undefined) | i | 0.1% | 1% | 14% | 0.0 | 8% | -30% | 0% | 7%
COc1cc(OC)c(C(=O)Nc2ccc(S(=O)(=O)Nc3ncccn3)cc2)cc1OC | i | 0.2% | -1% | 14% | -2.9 | 6% | -1% | 1% | 9%
COc1ccccc1OCCNC(=O)CCNS(=O)(=O)c1ccc(C)cc1 | i | -0.5% | 1% | -2% | 0.2 | 9% | 6% | · | -1%

Only part of the results is shown; the hit share may differ from the screen's.
